CHO-K1 Ca antag: counter-screen for M1 antagonists: effect in parental CHO-K1 cells; ATP-induced calcium, Fluo-8 fluorescence; AID 602250; actives 0.6% (n = 360,000); inhibition, % at 3 µM;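 active = inhibition above a per-plate cutoff, the plate's mean sample inhibition plus 3 SD, cut at about 24% in these data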;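 note: 0% = DMSO plus EC80 ATP and 100% = DMSO alone without ATP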
M4 PAM: CHRM4 positive allosteric modulation. P08173. CHO-K1 hM4/Gqi5, Fluo-8 calcium fluorescence, ACh EC20; 0% = ACh EC20, 100% = maximal ACh. activation, % at 3 µM. actives 0.4% (n = 360,000);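 active = activation above its plate's cutoff, the mean activation of sample wells plus 3 SD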; note: some results filed as inactive read as strong as hits
Target sequence (P08173 whole entry, looked up): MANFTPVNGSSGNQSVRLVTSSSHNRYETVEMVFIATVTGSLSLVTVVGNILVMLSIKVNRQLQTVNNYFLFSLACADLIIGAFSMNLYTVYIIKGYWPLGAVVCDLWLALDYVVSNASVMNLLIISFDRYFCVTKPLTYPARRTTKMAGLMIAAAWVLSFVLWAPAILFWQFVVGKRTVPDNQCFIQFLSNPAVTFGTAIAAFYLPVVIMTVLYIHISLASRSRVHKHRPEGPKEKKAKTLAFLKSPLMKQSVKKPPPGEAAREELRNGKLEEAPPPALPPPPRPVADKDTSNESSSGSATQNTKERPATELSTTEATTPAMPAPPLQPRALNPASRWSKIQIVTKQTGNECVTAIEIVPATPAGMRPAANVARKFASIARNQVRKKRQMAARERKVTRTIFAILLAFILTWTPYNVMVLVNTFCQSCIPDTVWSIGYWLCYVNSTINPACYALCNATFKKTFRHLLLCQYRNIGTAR
CHO-K1 Ca PAM: M1 PAM counterscreen hit in parental CHO-K1 cells; activation, % at 3 µM; ATP EC20, Fluo-8 calcium fluorescence; 0% at ATP EC20, 100% at ATP max; AID 602247; actives 0.02% (n = 360,000);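 active = activation above the run cutoff, the mean activation of all test compounds plus 3 SD, cut at about 40% in these data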;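 note: peak over basal fluorescence ratio in a 140 s read after ATP addition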
CHRM5 agonist: CHRM5 agonism in calcium assay; actives 0.19% (n = 360,000); activation, % at 3 µM; AID 624037; P08912; CHO-K1 hM5 cells, Fluo-8 calcium fluorescence; 0% DMSO wells, 100% maximal acetylcholine response;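 active = activation above the run's mean over test compounds plus 3 SD, cut at about 23% in these data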;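 note: signal is peak over basal fluorescence ratio across the kinetic read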
Target sequence (P08912 whole entry, looked up): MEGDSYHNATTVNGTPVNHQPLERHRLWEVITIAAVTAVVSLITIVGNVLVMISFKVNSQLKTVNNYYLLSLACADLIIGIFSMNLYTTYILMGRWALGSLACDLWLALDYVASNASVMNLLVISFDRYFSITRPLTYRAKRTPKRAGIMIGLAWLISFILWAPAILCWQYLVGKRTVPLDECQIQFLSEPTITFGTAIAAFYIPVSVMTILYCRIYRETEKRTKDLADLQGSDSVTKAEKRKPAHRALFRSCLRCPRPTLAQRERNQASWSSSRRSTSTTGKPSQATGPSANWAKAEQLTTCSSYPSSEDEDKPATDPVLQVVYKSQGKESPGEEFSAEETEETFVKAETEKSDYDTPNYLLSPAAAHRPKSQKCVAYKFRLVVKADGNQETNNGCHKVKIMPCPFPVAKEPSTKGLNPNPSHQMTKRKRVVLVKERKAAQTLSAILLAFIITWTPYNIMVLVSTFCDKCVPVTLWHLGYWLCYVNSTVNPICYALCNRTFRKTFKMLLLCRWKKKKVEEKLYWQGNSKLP
M4 antag: CHRM4 antagonism in calcium assay. actives 0.73% (n = 360,000). AID 624125. inhibition, % at 3 µM. P08173. CHO-hM4 cells, ACh EC80, Fluo-8 calcium fluorescence;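 active = inhibition above its plate's cutoff, the mean inhibition of sample wells plus 3 SD, cut at about 27% in these data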;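 note: 0% = acetylcholine EC80 with DMSO and 100% = DMSO without agonist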
CHRM4 agonist: CHRM4 agonism in calcium assay. actives 0.14% (n = 360,000). activation, % at 3 µM. CHO-K1 hM4/Gqi5, Fluo-8 calcium fluorescence; vehicle 0%, full acetylcholine response 100%. AID 624127;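 active = activation above the run mean over all test wells plus 3 SD, cut at about 32% in these data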;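 note: peak over basal fluorescence ratio per well then scaled between controls; 0% = DMSO wells and 100% = acetylcholine at EC100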
CHRM5 PAM: CHRM5 positive allosteric modulation; P08912; CHO-K1 hM5, Fluo-8 calcium, ACh EC20 PAM; 0% = ACh EC20, 100% = ACh EC100; activation, % at 3 µM; actives 0.3% (n = 360,000); AID 624038;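 active = activation above the run cutoff, the mean activation of all test compounds plus 3 SD, cut at about 18% in these data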
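Probe or stimulus: acetylcholine, EC20 level; Assay system: human M5 receptor in CHO-K1 cells; Schedule: compound preincubation 140 s before EC20 acetylcholine addition; Technique: intracellular calcium via Fluo-8 fluorescence; Dosing: single-point, 3 µM nominal; Read-out basis: percent activation from peak-over-basal fluorescence ratio, scaled EC20-to-EC100 acetylcholine; Repeats: one well per compound, no replicates.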
CHO-K1 Ca ag: counter-screen for M1 agonists: effect in parental CHO-K1 cells. AID 602248. activation, % at 3 µM. actives 0.48% (n = 360,000). Fluo-8 calcium fluorescence; scaled to maximal ATP response, vehicle zero; in the data active = activation above about 15%;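 note: untransfected CHO-K1 host cells lacking M1 receptor as counterscreen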
M5 antag: CHRM5 antagonism in calcium assay | inhibition, % at 3 µM | P08912 | actives 0.59% (n = 360,000) | CHO-hM5 cells, Fluo-8 calcium fluorescence, ACh EC80;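 active = inhibition above a per-plate cutoff, the mean of that plate's test compounds plus 3 SD, cut at about 27% in these data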;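 note: 0% = acetylcholine EC80 with DMSO and 100% = DMSO without agonist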
* hit, by the source's call.

SMILES	CHO-K1 Ca antag	M4 PAM	CHO-K1 Ca PAM	CHRM5 agonist	M4 antag	CHRM4 agonist	CHRM5 PAM	CHO-K1 Ca ag	M5 antag
COc1ccc([N+](=O)[O-])cc1NC(=O)C(C)OC(=O)CSC(C)C(=O)Nc1cc(C)on1 (centres undefined)	0	6	-2	1	-23	8	-11	1.1	8
Cn1cc(CNCCCn2ncc3ccccc32)c(-c2ccccc2F)n1	-7	-9	15	-1	-1	2	9	1.6	-1
O=C1CC(Sc2ncn[nH]2)C(=O)N1c1ccccc1 (centres undefined)	-8	-2	18	-4	4	1	10	0.6	-8
COc1ccc(C(CNC(=O)c2ccc(C)c(S(=O)(=O)N3CCOCC3)c2)N2CCCC2)cc1 (centres undefined)	-12	0	2	-5	1	0	-3	0.2	7
COc1ccccc1/C=N/NC(=O)CSc1cc(C)nc2ccccc12	-13	-6	18	-1	10	2	-3	3.0	5
CCC(CC)C(=O)Nc1c(C)n(C)n(-c2ccccc2)c1=O	7	1	10	-2	4	1	13	0.3	-4
CN1CCN(/N=C/c2nc(-c3ccccc3Cl)n3ccccc23)CC1	-6	5	18	-4	-3	1	4	-0.2	-2
COc1ccc(-c2nnn(CC(=O)N3CCN(c4ccccc4OC)CC3)n2)cc1OC	-11	-5	17	4	-3	7	0	3.3	-3
Cc1cccc(CC2CC(=O)N(c3nc4ccccc4s3)C2=O)c1 (centres undefined)	-12	0	18	-1	-2	1	4	3.7	8
COc1cc(C(=O)NNC(=O)C2CCC2)cc(OC)c1OC	-7	-2	3	4	6	0	-3	0.3	2
CCOC(=O)c1c(NC(=O)COc2ncnc3ccccc23)sc(C)c1CC	-7	-1	16	-5	-12	1	-11	2.7	-2
CCCN(CCC)CC(O)CN1C(=O)NC(C)(C)C1=O (centres undefined)	-5	-8	6	2	8	10	-16	4.0	15
CCN1CNC(=S)N(c2cc(C)ccc2C)C1	-10	-3	25	0	-1	1	6	1.4	-5
CCCNC(=O)c1cc(C2CCCN(C(=O)C3CC3)C2)on1 (centres undefined)	-9	0	13	2	-1	1	0	0.0	1
C#CCOC(=O)c1ccccc1C(=O)O	-5	2	11	-4	-2	1	-3	0.2	-1
COc1cc(NC(=O)c2noc(C)c2[N+](=O)[O-])c(OC)cc1Cl	-9	0	-2	-3	-13	2	9	0.8	-20
COc1cc(C(=O)NCc2nnc(SCC(=O)NC3CCCCC3)o2)cc(OC)c1OC	-5	2	-9	0	-3	1	-6	-0.1	15
CCOc1ccccc1/C=N/NC(=O)Cc1csc(Nc2cccc(C(F)(F)F)c2)n1	-8	8	7	-2	8	-1	1	-0.1	-4
CCOc1ccc(N(C)S(=O)(=O)c2ccc3[nH]cc(C(=O)NCCCOC)c(=O)c3c2)cc1	3	-2	-8	-2	-4	2	1	1.5	6
COc1cccc(Cn2cc(C(=O)NCCN(C)C)nn2)c1	-13	16	22	0	-2	2	4	-0.1	0
CC(C)N(C(=O)CSc1nnc(NC2CC2)s1)c1ccccc1	-10	9	6	-1	-1	1	5	3.1	5
O=C(NC(=S)NC1CCC(O)CC1)c1ccco1 (centres undefined)	11	5	12	4	4	2	2	0.1	5
O=C(CCCN1C(=O)c2cccc3cccc(c23)C1=O)N1CCN(c2ccccc2O)CC1	-3	-23	26	0	-3	23	-13	5.2	19
COCCCNC(=O)Cn1c(=O)n(CC(=O)NCCc2ccc(OC)c(OC)c2)c(=O)c2sccc21	-16	32	26	1	-5	1	1	0.5	8
CCOc1ccc(C(CC(=O)O)NC(=O)COc2ccccc2OC)cc1OC (centres undefined)	2	6	0	-4	-1	1	-5	-0.1	7
(next part)
SMILES	CHO-K1 Ca antag	M4 PAM	CHO-K1 Ca PAM	CHRM5 agonist	M4 antag	CHRM4 agonist	CHRM5 PAM	CHO-K1 Ca ag	M5 antag
O=S(=O)(Nc1ccccc1)c1ccc(F)cc1	-23	4	6	-10	2	0	3	0.7	-6
COc1cc(OC)c2c(=O)cc(-c3ccccc3)oc2c1	0	1	18	2	3	2	-4	0.7	5
C=CCn1c(C)nnc1SCC(=O)N1c2ccccc2NC(=O)C1(C)C	8	-4	-12	1	-2	0	-3	0.4	10
CC(=O)n1c(Cl)c(NC(=O)CCl)c2ccccc21	-14	15	16	-4	8	1	1	0.4	-2
O=Cc1cn(-c2ccc(F)cc2)c2ccccc12	-3	6	17	-4	-1	0	3	-0.7	-4
COc1ccc(NCC(=O)Nc2cccc(S(=O)(=O)N3CCCC3)c2)cc1Cl	-11	2	7	7	3	9	-7	7.5	3
O=C(CSc1ccccc1C(=O)O)NCc1ccccc1	-7	6	9	-2	-9	1	3	0.5	6
CCS(=O)(=O)c1ccc(N)cc1	-1	-5	11	-1	-2	0	2	2.7	-4
COC(=O)c1c(NC(=O)c2ccc(C)cc2)csc1C	-14	0	16	-4	-10	-2	-1	0.7	11
CCCCCOC(=O)c1[nH]c2c(c1C)C(=O)C(C(=O)OC)C(C)C2 (centres undefined)	-5	1	9	-7	-2	6	-4	3.4	-9
CC1=C(C(=O)N2CCN(c3cc(C)ccc3C)CC2)C2(CCCCC2)OC1=O	12	6	-9	0	-14	0	0	-0.7	-9
COCCNc1nnc(SCC(=O)Nc2cc(-c3ccccc3)nn2-c2ccccc2)s1	3	-9	9	1	1	14	-14	4.8	13
COc1ccccc1N1CCN(C(=O)Nc2cccc(Cl)c2)CC1	2	-6	16	0	6	4	-2	8.5	-3
CCC(C)(C)c1ccc(OC(=O)c2cccnc2Cl)cc1	-12	-9	10	-2	2	0	0	7.3	3
O=C1C(CN2CCCC2)CCCC1CN1CCCC1 (centres undefined)	-18	-2	20	-8	-5	0	-2	0.3	-2
CCOC(=O)N1CCN(C(=O)c2ccc([N+](=O)[O-])cc2Cl)CC1	-13	-2	18	-2	11	2	-6	0.8	14
O=C(CSc1nnc(NC2CCCCC2)s1)Nc1ccc2c(c1)C(=O)c1ccccc1C2=O	-3	4	0	3	1	1	8	-0.4	-3
O=S(=O)(c1ccc2c(c1)CCCC2)N1CCNCC1	-6	5	8	0	2	1	9	-0.2	-4
C=CCS/C(N)=N\N=C\c1cc(Br)cc([N+](=O)[O-])c1O	-6	-2	-15	1	-2	2	3	0.7	0
COc1ccc(CCNC(=O)c2c(O)c3cccc4c3n(c2=O)CC4)cc1	-6	-1	5	1	4	1	-5	0.2	3
CCCCCCCn1c(=O)c(C(=O)OC)c(N)c2ccccc21	4	-12	-8	10	15	18	-28	23*	6
O=C(N/N=C/c1cc2c(cc1[N+](=O)[O-])OCO2)c1ccc2c(c1)OCO2	-13	4	-4	-2	-4	1	-7	0.2	13
N#CCSc1nnc(-c2cccnc2)n1-c1ccccc1	-5	5	18	0	1	2	0	0.7	0
O=C(c1cccc(Cl)c1)N1CCN(Cc2ccc3c(c2)OCO3)CC1	-3	-5	0	-5	3	1	-3	0.1	-1
Cc1ccccc1Cn1c(-c2cncs2)nc2ccccc21	-9	1	11	-11	-14	0	-9	0.3	-4

Part of the list above in order of formula weight, lowest first:
SMILES	CHO-K1 Ca antag	M4 PAM	CHO-K1 Ca PAM	CHRM5 agonist	M4 antag	CHRM4 agonist	CHRM5 PAM	CHO-K1 Ca ag	M5 antag
O=Cc1cn(-c2ccc(F)cc2)c2ccccc12	-3	6	17	-4	-1	0	3	-0.7	-4
O=C1C(CN2CCCC2)CCCC1CN1CCCC1 (centres undefined)	-18	-2	20	-8	-5	0	-2	0.3	-2
CCOC(=O)N1CCN(C(=O)c2ccc([N+](=O)[O-])cc2Cl)CC1	-13	-2	18	-2	11	2	-6	0.8	14

(continued)
SMILES	CHO-K1 Ca antag	M4 PAM	CHO-K1 Ca PAM	CHRM5 agonist	M4 antag	CHRM4 agonist	CHRM5 PAM	CHO-K1 Ca ag	M5 antag
Cc1ccc(N2C(=O)CC(Cc3cc(C)cc(C)c3)C2=O)cc1 (centres undefined)	-7	-2	3	-16	-14	1	1	15	6
O=C(Oc1ccc2ccc(OC(=O)N3CCCCCC3)cc2c1)N1CCCCCC1	8	21	-4	-3	10	2	8	0.5	-2
COc1ccccc1NC(=O)c1ccc(Cl)c(S(=O)(=O)NCc2ccco2)c1	-5	0	10	2	-4	1	11	0.5	-9
COc1ccc(CN2CCN(Cc3c[nH]c4ccccc34)CC2CCO)c(F)c1 (centres undefined)	8	2	-11	-3	-6	3	6	-0.1	5
O=C(CN1CC(c2ccccc2)CC1=O)OCc1cccc(Br)c1 (centres undefined)	5	-2	8	-3	6	0	-1	0.5	2
CCN(c1ccccc1)S(=O)(=O)c1ccc(N)cc1	-11	8	16	-3	-11	1	1	0.0	-2
CC(C)C#Cc1ccc2c(c1)O[C@@H](CN(C)S(=O)(=O)c1cn(C)cn1)[C@@H](C)CN([C@H](C)CO)S2(=O)=O	-15	-3	16	-1	5	2	1	0.4	2
CCOc1ccc(Cl)cc1-c1cc(C(=O)Nc2cc(OC)ccc2OC)[nH]n1	-3	-2	6	0	1	0	-3	-0.3	-2
COc1ccc(OC)c(Nc2nc(NCCO)c3ccccc3n2)c1	-6	-1	1	-4	-3	2	-3	0.4	-5
CCN(CC)C(=O)c1nc[nH]c1C(=O)N1CCN(c2ccccc2)CC1	-13	4	26	-1	2	0	-4	0.2	18
O=C(C[n+]1cccc(C(=O)Nc2ccccc2)c1)c1ccccc1	-13	2	11	-4	4	0	9	0.8	-11
COc1ccc(OC)c(S(=O)(=O)NCC(c2ccco2)N2CCc3ccccc32)c1 (centres undefined)	-18	16	5	2	-14	-1	0	-0.5	6
CCO[C@@H]1OC(C(=O)NCc2ccccc2)=C[C@H](c2coc3ccccc3c2=O)[C@H]1CCCO	-15	-3	9	-4	11	1	-3	0.9	7
CC1CN(C(=O)c2ccccc2)c2ccccc2NC1=O (centres undefined)	-4	14	4	-4	-5	1	-7	-0.1	15
CC(=O)C1C(c2ccccc2)c2c(n[nH]c2C)CC1(C)O (centres undefined)	-7	2	12	-4	-2	1	5	0.0	-8
O=C(c1ccc(F)cc1)N1CCC(C(=O)N2CCN(Cc3ccc4c(c3)OCO4)CC2)CC1	1	7	6	2	-17	3	0	0.7	6
C[C@@H]1CN([C@@H](C)CO)C(=O)CCCn2nncc2CO[C@H]1CN(C)C(=O)NC1CCCCC1	-12	10	18	-1	-15	0	9	0.9	-13
COc1ccc(-n2cc(-c3ccccc3)c3c(=S)nc[nH]c32)cc1	-1	1	1	-5	1	4	-3	0.5	5
Cc1cc(=O)n(C)c(=O)n1CCCCCOc1cccc([N+](=O)[O-])c1	-10	-5	21	-5	2	9	-5	7.2	1
CCOC(=O)C1(C)CCN1C(=O)c1ccccc1 (centres undefined)	-9	5	1	-1	0	1	4	0.4	-2
Cc1cc(Br)cc(Cl)c1OC(=O)c1ccncc1	-1	0	-5	-3	1	0	-5	-0.4	12
Cc1c(CC(=O)O)c(=O)oc2c(C)c(OCc3ccccc3Br)ccc12	-11	-10	-1	-5	1	1	0	0.2	-2
CCCc1cc(=O)[nH]c(SCC(=O)Nc2cc(C)on2)n1	-12	-3	3	0	2	-1	-3	1.8	2
N=c1c2c(n(Cc3ccc(F)cc3)c3c1CCC3)CCC2	-12	-7	9	-7	9	2	-3	0.1	-1
Clc1ccc2c(NCc3ccccn3)ccnc2c1	-11	-7	9	-2	-7	3	7	3.3	3

Bioassay records deposited in PubChem by The Scripps Research Institute Molecular Screening Center.
